Compound activity from PubChem BioAssay.
IL1B NFkB inh – blocks IL-1B driven NFkB nuclear translocation in HUVEC cells; actives 0.43% (n = 94,000); HUVEC IL-1B NFkB p65 nuclear translocation imaging; inhibition, % at 2 µM;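 active = inhibition above about 30% together with a positive call from visual inspection of the well image, limit read from the data; inconclusive = inhibition above a set limit but visual check negative; inactive = inhibition not above a set limit, visual check negative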;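 also: nuclear over cytoplasmic p65 intensity ratio measured by imaging; 0% = IL-1B stimulated DMSO wells and 100% = unstimulated DMSO wells; values of inactives mirror those of a sister screen read the other way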
Bcl-B displacement – displacers of TR3 peptide from Bcl-B, primary screen, selectivity assay for Bfl-1 inhibitor project, biochemical, fluorescence polarization | FP displacement of FITC-TR3 peptide from Bcl-B; higher % means a stronger effect | one-dose displacement, % at 20 µM; IC50 in µM for titrated hits | actives 0.11% (n = 96,000);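 active = displacement above 50% at 20 µM plus a fluorescence interference ratio under 1.5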;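 also: plate controls were wells without compound for no effect and wells lacking Bcl-B protein for full effect; a part of the inactive calls stands beside numbers as strong as those of hits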
NFkB transloc pot – enhances IL-1B driven NFkB nuclear translocation; HUVEC IL-1B NFkB p65 nuclear translocation imaging; activation, % at 2 µM; actives 0.3% (n = 94,000); AID 819;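 active = activation above 40%, about the mean plus 3 SD, also judged a hit on visual image review; inconclusive = activation above 40% but not a hit on visual review; inactive = activation not above 40% and no visual hit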;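 also: percent activation is computed from the nuclear over cytoplasmic p65 intensity ratio; values of inactives mirror those of a sister screen read the other way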
MRP reversal – compounds reversing MRP-mediated drug resistance; H69AR cells + 2 uM doxorubicin, CellTiter-Glo, 72 h; differential viability (reversal), % at 10 µM; actives 0.04% (n = 85,000); AID 602;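 active = viability drop by adding the cancer drug above about 55%, with treated viability meeting a 40% cutoff, limit read from the data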;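 also: viability without doxorubicin minus viability with 2 µM doxorubicin for each compound; larger differential means the compound sensitizes cells more to doxorubicin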
PLAP inhibitors HTS – PLAP enzyme inhibitors, biochemical, luminescence, HTS (AID 690); purified PLAP, luminescent substrate; higher % means a stronger effect; inhibition, % at 20 µM; hits with a dose series show IC50 in µM; actives 0.08% (n = 96,000); in the data active = a potency from the dose series; inactive = the rest, 99 in 100 with inhibition below about 30%; also: strong numbers were not always called active
MRP reversal cytotoxicity – recorded beside MRP reversal, whose call it bears; viability, %; H69AR cells, CellTiter-Glo, 72 h; measured here: cytotoxicity without doxorubicin
MRP reversal with doxorubicin – further read-out of MRP reversal, marked with its call; viability, %; measured here: viability with 2 uM doxorubicin; stronger effect = lower value
IL1B NFkB inh cell count 2 µM – recorded beside IL1B NFkB inh, whose call it bears; cell count; measured here: cells passing quality filter;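 raw number of nuclei counted in each imaged well without normalization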
NFkB transloc pot cell count 2 µM – also measured in NFkB transloc pot; calls as there; cell count; measured here: cells passing quality filter
* = called active by the depositor; ? = inconclusive; nt = not tested or not shown. Not all compounds are listed, so the mix of outcomes need not match the whole.

entry	Molecule	IL1B NFkB inh	IL1B NFkB inh cell count 2 µM	Bcl-B displacement	NFkB transloc pot	NFkB transloc pot cell count 2 µM	MRP reversal	MRP reversal cytotoxicity	MRP reversal with doxorubicin	PLAP inhibitors HTS
1	Cc1ccc(C)c(N2CCN(C(=O)COc3cc(=O)n(C)c4ccccc34)CC2)c1	6	117	-9%	-6	117	1	65	65	-29%
2	CCn1c(SCC#N)nc2c(c1=O)C1(CCCC1)Cc1ccccc1-2	-19	177	-3%	19	177	-5	61	66	-56%
3	CC1=C(C(=O)Nc2ccccc2)C(c2ccccn2)n2ncnc2N1 (stereo not given)	9	39	2%	-9	39	-1	93	94	2%
4	O=C(CSc1nc2ccccc2c(=O)[nH]1)c1ccc(O)c(O)c1	nt	nt	23µM*	nt	nt	-9	87	96	9.6µM*
5	CCOC(=O)c1ccc(NC(=O)C2C3C=CC(C3)C2C(=O)O)cc1 (stereo not given)	-5	153	-18%	5	153	8	107	99	-5%
6	c1ccc(-c2cc(N3CCCCCC3)n[nH]2)cc1	-7	145	16%	7	145	nt	nt	nt	3%
7	Cc1c2c(nc3c(C)cccc13)OC(C)C2 (stereo not given)	-24	146	nt	24	146	14	98	84	nt
8	COc1cc(-c2nc3ccccn3c2NCC2CCCO2)ccc1O (stereo not given)	8	74	2%	-8	74	-1	27	28	25%
9	COCCOC(=O)c1c(C)oc2ccc(OCc3cc(C(=O)OC)oc3C)cc12	-63	181	-5%	?	nt	-5	61	66	-15%
10	O=C(CNc1ccc(Oc2ccccc2)cc1)N1CCOCC1	-10	186	-6%	10	186	3	92	89	-5%
11	O=C(O)c1cccc2c1C(=O)N(C1CCCCC1)C2	11	150	25%	-11	150	5	89	84	9%
12	O=C(c1cnn2ccccc12)N1CCc2ccccc21	-2	190	5%	3	190	5	90	84	6%
13	CN(C)c1ccc(NC(=O)CN2CCN(CC(=O)Nc3ccc(F)cc3)CC2)cc1	nt	nt	36%	nt	nt	16	101	85	-25%
14	O=C(CSc1n[nH]c(-c2cccnc2)n1)Nc1ccnc2ccccc12	nt	nt	-4%	nt	nt	4	85	81	0%
15	CCOC(=O)CSc1nnc(C2CCCCC2)n1C	-19	133	1%	19	133	2	94	92	1%
16	CC(C)C(=O)Nc1cccc(-c2cn3ccsc3n2)c1	-4	84	-10%	4	84	-13	90	103	12%
17	CCCN1CCN(C(=O)CCCNC(=O)Cn2cnc3sc(C)c(C)c3c2=O)CC1	-8	88	12%	8	88	nt	nt	nt	-25%
18	OC1CCCN(Cc2c3ccccc3cc3ccccc23)C1 (stereo not given)	-7	137	12%	7	137	nt	nt	nt	-71%
19	CC(=O)N1CC=C2C(C#N)=C(N)C(C#N)(C#N)C(C)C2C1 (stereo not given)	nt	nt	12%	nt	nt	9	91	82	-17%
20	O=C(c1ccc2ccccc2c1)c1c[nH]cc1-c1ccccc1	-6	58	nt	6	58	-23	47	70	nt
21	CN(C)c1ccc(C(c2nnnn2C(C)(C)C)N2CCN(C(=O)c3ccco3)CC2)cc1 (stereo not given)	-27	228	-4%	27	228	-9	94	103	-22%
22	COc1ccc(CCN(Cc2cc3cccc(C)c3[nH]c2=O)C(=O)N2CCCC2)cc1OC	-12	164	-6%	12	164	1	97	96	-32%
23	O=C(NN=C1C2CC3CC(C2)CC1C3)c1cccs1	-24	54	8%	23	54	1	102	101	-37%
24	COc1ccccc1-c1nnc(SCC(=O)Nc2ccc(Cl)cc2Cl)o1	nt	nt	-6%	nt	nt	-3	84	88	-88%
25	Cc1cc(C)n(/N=C/c2cccc(O)c2)c(=O)c1C(N)=O	3	66	-4%	-3	66	-5	96	101	-39%
26	CCOC(=O)NCc1ccc2c(c1)cc(C)n2C	-10	141	3%	10	141	nt	nt	nt	-6%
27	O=C(O)/C=C/c1cn(-c2ncc(C(F)(F)F)cc2Cl)c2ccccc12	-6	151	4%	6	151	nt	nt	nt	1%
28	Cc1cc(C)n(-c2nc3sc4c(c3c(=O)[nH]2)CCCC4)n1	-20	153	0%	20	153	-20	28	48	-65%
29	CC(C)CCOC(=O)C1C(c2ccccc2)C(C(=O)O)C1c1ccccc1 (stereo not given)	1	156	4%	-1	156	12	90	78	-18%
30	COc1ccccc1C/C(N)=N/OC(=O)COc1ccccc1C	4	97	nt	-5	97	nt	nt	nt	nt

Reprinted at random: two compounds from above, in no set order.
entry	Molecule	IL1B NFkB inh	IL1B NFkB inh cell count 2 µM	Bcl-B displacement	NFkB transloc pot	NFkB transloc pot cell count 2 µM	MRP reversal	MRP reversal cytotoxicity	MRP reversal with doxorubicin	PLAP inhibitors HTS
23	O=C(NN=C1C2CC3CC(C2)CC1C3)c1cccs1	-24	54	8%	23	54	1	102	101	-37%
21	CN(C)c1ccc(C(c2nnnn2C(C)(C)C)N2CCN(C(=O)c3ccco3)CC2)cc1 (stereo not given)	-27	228	-4%	27	228	-9	94	103	-22%

The results go on:
entry	Molecule	IL1B NFkB inh	IL1B NFkB inh cell count 2 µM	Bcl-B displacement	NFkB transloc pot	NFkB transloc pot cell count 2 µM	MRP reversal	MRP reversal cytotoxicity	MRP reversal with doxorubicin	PLAP inhibitors HTS
31	Cn1cc(C(=O)Nc2ccc(F)c(F)c2)cn1	-33	158	-4%	33	158	nt	nt	nt	21%
32	O=C(COc1ccccc1)Nc1cccc2nsnc12	nt	nt	-37%	nt	nt	-11	69	80	7%
33	Cn1c(=O)c2c(ncn2CC(=O)N2CCN(c3cccc(Cl)c3)CC2)n(C)c1=O	3	136	-2%	-3	136	21	76	55	15%
34	COc1ccc(-c2cc3ccccc3oc2=O)cc1NC(=O)c1ccc(Br)o1	-19	155	-18%	19	155	-14	32	45	-18%
35	CCOc1ccc(CCNC(=O)C2CCC(=O)N2C2CCCCC2)cc1OCC (stereo not given)	2	102	-5%	-2	102	9	87	78	-22%
36	N#CCN1CCN(CC(=O)Nc2cccc3ccccc23)CC1	-17	160	1%	17	160	-28	62	90	6%
37	COc1ccc(-n2c(SCC(=O)N3CCCCC3)nnc2-c2cccnc2)cc1	-14	85	-1%	14	85	5	95	90	-57%
38	Cc1ccc(Cn2c(SCC(=O)NCc3ccco3)nc3ccsc3c2=O)cc1	8	166	-1%	-8	166	34	103	69	9%
39	CCOC(=O)C1CCCN(C(=O)CC(c2ccccc2)c2ccccc2)C1 (stereo not given)	13	94	nt	-13	94	10	82	72	nt
40	COc1cc(-c2nc3ccc4ccccc4c3c3c2CCC3)cc(OC)c1OC	-6	162	5%	6	162	nt	nt	nt	-11%
41	COc1cc(OC)cc(C(C(=O)NC2CCCCC2)N(C(=O)c2ccno2)c2ccccc2)c1 (stereo not given)	6	106	nt	-6	106	4	73	69	nt
42	CN(C)CCOC(=O)c1cccc(Br)c1	-1	191	-6%	1	191	3	108	105	3%
43	Cc1ccc(CS(=O)(=O)CCC(=O)NCCN(C)Cc2ccccc2)cc1	-1	167	-2%	1	167	4	106	101	-24%
44	CS(=O)(=O)c1ccc(Cl)c(NC(=O)COC(=O)CNC(=O)c2ccc(Br)o2)c1	6	108	3%	-6	108	5	94	90	5%
45	CCOC(=O)C1=C(C)Nc2ncnn2C1c1ccccc1F (stereo not given)	-16	142	0%	16	142	40	94	54	-18%
46	CC(C)(C)c1ccc2c(c1)OCC(C(=O)O)O2 (stereo not given)	3	159	-6%	-3	159	-5	93	98	-5%
47	COc1ccc(OC)c(C2C(C(C)=O)=C(O)C(=O)N2Cc2cccnc2)c1 (stereo not given)	-17	174	14%	17	174	5	101	95	7%
48	COc1ccc(S(=O)(=O)N2CCN(c3ccccc3OC)CC2)cc1OC	2	147	-2%	-2	147	7	89	82	-52%
49	CCC(=O)OC1c2ccccc2C(=O)N1Cc1ccccc1 (stereo not given)	6	148	8%	-6	148	-8	95	103	16%
50	CC(C)(C)Nc1nc(SCc2ccccc2)nc(N2CCOCC2)n1	-8	108	-12%	8	108	16	96	80	-41%
51	CCCOC(=O)c1ccc(OC(=O)c2ccco2)cc1	-12	188	-6%	12	188	2	101	99	16%
52	COc1cc(NS(=O)(=O)c2ccc(NC(C)=O)cc2)ncn1	-4	185	5%	4	185	-12	96	108	20%
53	CCCC(=O)c1ccc(N2CCCCCC2)c(F)c1	-1	185	-12%	1	185	-7	97	104	-5%
54	CCCCn1c(CN(Cc2ccccc2)Cc2ccccc2)nc2c1c(=O)n(C)c(=O)n2C	-20	175	nt	20	175	-6	45	51	nt
55	CS(=O)(=O)C1=C(O)C(=O)N(CCCC(=O)O)C1c1ccccc1F (stereo not given)	-11	189	-8%	11	189	3	95	92	8%
56	C=CCSc1nc(N)c(C(=O)Nc2ccccc2)cc1C#N	-1	106	-2%	1	106	4	68	64	16%
57	CC1C(=O)CC(c2ccccc2)N(C)C1c1ccccc1 (stereo not given)	-15	147	0%	15	147	1	72	71	2%
58	CS(=O)(=O)Nc1ccc(S(=O)(=O)NCCc2ccccc2)cc1	-21	167	-6%	21	167	-6	92	98	-20%
59	OCCNc1ncnc2ccc(Br)cc12	1	189	17%	-1	189	-2	89	90	0%
60	Cc1ccc(C)c(-n2c(Cc3cc(=O)[nH]c(=O)[nH]3)nnc2SCC(=O)NCc2ccco2)c1	-11	137	nt	11	137	9	91	82	nt

A second format for some results above.
#53 CCCC(=O)c1ccc(N2CCCCCC2)c(F)c1
#54 CCCCn1c(CN(Cc2ccccc2)Cc2ccccc2)nc2c1c(=O)n(C)c(=O)n2C
#55 CS(=O)(=O)C1=C(O)C(=O)N(CCCC(=O)O)C1c1ccccc1F (stereo not given)
Compound	53	54	55
IL1B NFkB inh	-1	-20	-11
IL1B NFkB inh cell count 2 µM	185	175	189
Bcl-B displacement	-12%	nt	-8%
NFkB transloc pot	1	20	11
NFkB transloc pot cell count 2 µM	185	175	189
MRP reversal	-7	-6	3
MRP reversal cytotoxicity	97	45	95
MRP reversal with doxorubicin	104	51	92
PLAP inhibitors HTS	-5%	nt	8%
